# GLP-1R agonist – agonists of human GLP-1 receptor; HEK293 GLP-1R CRE-luciferase, luminescence, 4-6 h; cells express a hypersensitive GLP-1R form; actives 0.007% (n = 380,000); Potency, µM (doses to about 45.6 µM), without a hit: at the highest dose activation, actives largely listed as activators; note: potency is the fitted concentration of half-maximal effect; % of control where 0% means no effect
# Target sequence (P43220 whole entry, looked up): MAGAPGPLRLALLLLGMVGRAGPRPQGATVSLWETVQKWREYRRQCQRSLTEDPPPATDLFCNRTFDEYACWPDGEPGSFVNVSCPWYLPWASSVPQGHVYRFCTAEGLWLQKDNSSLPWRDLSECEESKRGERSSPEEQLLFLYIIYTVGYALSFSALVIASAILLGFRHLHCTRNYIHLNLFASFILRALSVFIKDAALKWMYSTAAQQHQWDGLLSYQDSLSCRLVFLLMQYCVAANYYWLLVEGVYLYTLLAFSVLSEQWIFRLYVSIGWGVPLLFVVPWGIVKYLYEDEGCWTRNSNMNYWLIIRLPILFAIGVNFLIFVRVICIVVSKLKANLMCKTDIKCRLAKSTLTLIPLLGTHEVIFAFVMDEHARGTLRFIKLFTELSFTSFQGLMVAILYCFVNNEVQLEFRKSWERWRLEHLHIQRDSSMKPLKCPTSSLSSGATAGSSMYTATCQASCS
# Abeta yeast res – restores growth of yeast expressing A-beta42 peptide; actives 0.063% (n = 410,000); Potency, µM (doses to about 46.1 µM), inactives show top-dose growth rescue, most hits filed as activators; yeast expressing A-beta42, growth rescue, OD600, 48 h; response scale: 0% DMSO, 100% iron-clioquinol control; AID 1347071; note: potency is the fitted concentration of half-maximal effect; nearly all actives have a fitted effect of over 55% in size
#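 Growth rescue measured by 600 nm absorbance after 48 h yeast culture at 30 C with compound. Values normalized between DMSO and an equimolar ferric chloride plus clioquinol control.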
# pAkt inh – Akt phosphorylation inhibition; Neuro2A IGF-stimulated pAkt S473 HTRF, 20 min; stronger effect = lower value; activity change, % for hits at 50 µM; actives 0.32% (n = 360,000); in the data active = activity change below about -80%; inconclusive = mostly about -51% to -80%; note: % is set by controls: 0 for no effect and ±100 for the full control effect
#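 Single-point screen (50 µM final compound) in Neuro2A cells stimulated 20 min with 6 nM IGF at 37 deg C. After lysis, Ser473-phosphorylated Akt read by HTRF (ex 330 nm, em 615/665 nm) as the 665/615 ratio.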
# PTHR1 ag – agonists of human PTHR1 parathyroid hormone receptor | Potency, µM (highest dose often 115 µM), without a hit: at the top dose activation, hits mostly activators | HEK293 GP2 PTHR1 cells, GloSensor cAMP luminescence, 1 h | actives 0.075% (n = 410,000); note: potency is the fitted concentration of half-maximal effect; nearly all actives have a fitted effect of over 55% in size; some results filed as inactive show a strong effect at the top dose; inactives centre near -15; many of its hits are not listed in these tables
#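 HEK-293-derived GP2 cells expressing PTHR1 and a GloSensor cAMP reporter, 3,000/well, plated overnight, given luciferin plus IBMX (each 0.5 mM as added) for 1 h at 37 °C, then compound for 1 h at 37 °C. Luminescence was read after 15 min at room temperature.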
# TDP-43 yeast inh – TDP-43 toxicity inhibition in yeast; Potency, µM (highest dose often 46.1 µM), for the others: top-dose growth rescue (activation), most hits filed as activators; TDP-43 expressing yeast growth rescue, BacTiter-Glo, 24 h; actives 1.8% (n = 410,000); note: potency is the fitted concentration of half-maximal effect; % of control where 0% means no effect; nearly all actives have a fitted effect of over 50% in size
#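 Yeast cells expressing TDP-43 under galactose induction are exposed to compounds for 24 hr at 30 deg C. BacTiter-Glo luminescence measures growth, so protective compounds score as activators.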
# aSyn yeast inh – inhibitors of alpha-synuclein toxicity in yeast; Yeast expressing alpha-synuclein, growth rescue, BacTiter-Glo, 24 h; Potency, µM (top dose mostly 46.1 µM), for inactives: at the highest dose growth rescue (activation), most hits filed as activators; actives 0.14% (n = 370,000); AID 652106; note: potency is the fitted concentration of half-maximal effect; % of control where 0% means no effect; nearly all actives have a fitted effect of over 65% in size
#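 Readout is rescue of growth in alpha-synuclein-expressing yeast, so inhibitors of toxicity appear as activators. Growth after 24 hr at 30 deg C in galactose medium is quantified by luminescence.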
# FUS yeast rescue – FUS proteinopathy suppression in yeast; S. cerevisiae FUS-expressing, growth rescue, OD600, 24 h; Potency, µM (highest dose often 76.6 µM), without a hit: at the highest dose growth rescue (activation), usual class: activators; actives 0.24% (n = 390,000);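 note: potency is the fitted concentration of half-maximal effect; plate controls were DMSO vehicle for no effect and reference control for full effect; nearly all actives have a fitted effect of over 55% in size; some results filed as inactive show a strong effect at the top dose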
#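 Toxicity suppression screen in FUS-yeast. Cells induced with 2% galactose, starting OD 0.005, treated 24hr at 30C with compounds at multiple final concentrations; growth by OD600.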
# GLP1R inv ag – GLP-1 receptor (human) inverse agonism; actives 1.6% (n = 410,000); Potency, µM (series often up to 38.3 µM), for inactives: at the highest dose activity change, negative = inhibition, usual class: inhibitors; AID 624417; HEK293 GLP-1R CRE-luciferase, luminescence, 24 h; GLP-1R form is constitutively active; P43220; note: potency is the fitted concentration of half-maximal effect; % is set by controls: 0 for no effect and ±100 for the full control effect; nearly all actives have a fitted effect of over 55% in size
#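 Assay principle: reduced luminescence from a cAMP-responsive reporter in HEK293 cells co-expressing a constitutively active GLP-1R. Conditions: 24 hr compound incubation, 37 deg C, 5% CO2.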
# DRD3 antagonist – antagonists of human D3 dopamine receptor. P35462. D3R cells, DiscoveRx beta-arrestin luminescence, antagonist mode; stronger effect = lower value. max response, negative = inhibition, %. actives 2.5% (n = 360,000). AID 652054; in the data active = max response below about -50%; inconclusive = no clear call, values can overlap the other calls; note: % is set by controls: 0 for no effect and ±100 for the full control effect; mostly tested at two doses, the higher about 12 µM
# Target sequence (P35462 whole entry, looked up): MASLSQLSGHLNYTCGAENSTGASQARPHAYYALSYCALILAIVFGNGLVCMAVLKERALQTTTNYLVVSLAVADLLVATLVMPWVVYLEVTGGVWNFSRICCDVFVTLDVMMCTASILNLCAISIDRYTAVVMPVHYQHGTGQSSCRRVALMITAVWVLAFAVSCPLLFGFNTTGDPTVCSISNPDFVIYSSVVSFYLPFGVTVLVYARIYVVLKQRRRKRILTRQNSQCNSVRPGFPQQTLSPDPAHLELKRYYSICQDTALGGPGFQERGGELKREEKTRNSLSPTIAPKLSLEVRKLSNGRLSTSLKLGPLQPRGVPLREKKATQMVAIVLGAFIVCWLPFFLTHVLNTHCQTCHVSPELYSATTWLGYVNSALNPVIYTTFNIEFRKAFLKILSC
#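 Cells expressing the human receptor were seeded at 1500 cells/well, incubated overnight at 37 degrees C in 5% CO2, then exposed to library compounds with dopamine controls for 90 minutes at 37 degrees C before luminescent detection.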
# * marks the source's active call; other numbers are inactive results; i = inactive; u = inconclusive; x = no result given; [ ] = dose if it differs, or a comment. Unless noted, calls come from the whole dose curve; as a rule, active = well fitted curve in the direction sought with a large enough effect; inconclusive = small, poorly fitted or top-dose-only effect, or another doubt; inactive = no such curve, though single readings can be large; an effect the other way counts as inactive or inconclusive. These rows are one share of the data. The share of hits here may be higher or lower than overall.
Compound	FUS yeast rescue	TDP-43 yeast inh	Abeta yeast res	GLP-1R agonist	aSyn yeast inh	PTHR1 ag	pAkt inh	DRD3 antagonist	GLP1R inv ag
CC1=NN(C(=O)c2ccccc2F)C(O)(c2ccc(Cl)cc2)C1 (configuration not stated)	-7%	-1%	u	6%	0%	i	i	2	u
CCCCNC(=O)C(C)N(CCN(C)C)C(=O)CCCN1C(=O)NC(c2ccc(Cl)cc2)C(C(=O)OCc2ccccc2)=C1C (configuration not stated)	21%	18%	5%	-4%	0%	-6%	i	15	u
O=C(CSc1ccccc1)Nc1ccc2c(c1)OCO2	19%	7%	0%	19%	9%	i	i	5	2%
C=C1C(=O)[C@]23C[C@H]1CCC2[C@@]1(C)C(C[C@@H]3O)[C@](C)(C(=O)O)CC[C@@H]1O (some centres not stated)	-10%	21%	-14%	-5%	7%	-38%	i	-17	17%
COc1ccc(-c2[nH]nc3nc(-c4cc(OC)c(OC)c(OC)c4)cc(C(=O)O)c23)cc1	-3%	17%	-4%	x	x	-15%	x	x	12%
NC(=S)N/N=C/c1ccc(-c2ccc(Cl)c(Cl)c2)o1	33%	20µM*	13%	6%	21%	i	i	u	u
CCN(CCCNC(=O)c1nn(-c2ccc(C)cc2)c(=O)c2c1c1ccccc1n2C)c1ccccc1	-26%	6%	-16%	x	x	-19%	x	x	13%
CCOC(=O)c1ccc(NC(=O)CCn2c(=O)c3cccn3c3ccccc32)cc1	17%	-13%	-24%	x	x	9%	x	x	3%
CN(C)c1cccc(C(=O)NCC2CCCO2)c1 (configuration not stated)	-8%	-8%	6%	-8%	6%	-5%[57.5 µM]	i	-2	12%
O=C(O)CCN1C(=O)c2ccncc2C1=O	20%	6%	21%	0%	-4%	24%[57.5 µM]	i	23	2%
CCCCNC(=O)Nc1c(C)cc(SC#N)cc1C	-11%	8%	-1%	-1%	-5%	-18%	i	5	1%
Cc1ccnn1C(C)C(=O)O (configuration not stated)	11%	-10%	9%	-1%	-2%	i	i	-1	13%

# Reformatted with two lines to a compound: part of the list above.
# Value order – FUS yeast rescue	TDP-43 yeast inh	Abeta yeast res	GLP-1R agonist	aSyn yeast inh	PTHR1 ag	pAkt inh	DRD3 antagonist	GLP1R inv ag
- C=C1C(=O)[C@]23C[C@H]1CCC2[C@@]1(C)C(C[C@@H]3O)[C@](C)(C(=O)O)CC[C@@H]1O (some centres not stated)
  -10%	21%	-14%	-5%	7%	-38%	i	-17	17%
- COc1ccc(-c2[nH]nc3nc(-c4cc(OC)c(OC)c(OC)c4)cc(C(=O)O)c23)cc1
  -3%	17%	-4%	x	x	-15%	x	x	12%

# Additional results follow.
Compound	FUS yeast rescue	TDP-43 yeast inh	Abeta yeast res	GLP-1R agonist	aSyn yeast inh	PTHR1 ag	pAkt inh	DRD3 antagonist	GLP1R inv ag
COc1cc2ccccc2cc1C(=O)NC1CCCCC1	-19%	17%	-15%	6%	-11%	i	i	-21	u
O=C(NC1CC2CCCC(C1)N2C(=O)Nc1ccc(F)cc1)c1ccccc1 (configuration not stated)	-1%	-10%	-16%	0%	-1%	-5%	i	-4	-6%
COc1ccc(NC(=O)COc2ccc3c(c2)OCO3)cc1	26%	0%	-23%	10%	-2%	i	i	1	16%
CC(C)Oc1ccc(S(=O)(=O)N2CCOCC2)cc1NC(=O)CN1C(=O)NC2(CCCC2)C1=O	x	-6%	-11%	-1%	-8%	-4%	i	0	6%
COc1cc(C2C(C(=O)Nc3ccccc3)=C(C)Nc3nc(SCC(=O)c4ccc(C)cc4)nn32)ccc1O (configuration not stated)	-7%	5%	-8%	x	x	i	x	x	7%
Cc1cc(C)nc(NC(=NCCc2c[nH]c3ccccc23)NC(=O)Nc2ccc(Cl)c(Cl)c2)n1	-15%	1%	-16%	10%	-21%	-5%	i	12	23%
Cc1ccc(NC(=O)c2ccc(Cl)nc2)cc1S(=O)(=O)N1CCOCC1	5%	11%	-8%	-6%	5%	-6%	i	-4	u
CCOc1ccccc1Nc1nnc(SCC(=O)Nc2nc(-c3ccc(OC)cc3)cs2)s1	-9%	15%	7%	0%	26%	-16%	i	3	13%
O=C(CN1CCN(c2ccccn2)CC1)Nc1cc(F)ccc1F	-5%	-6%	7%	20%	-11%	-1%	i	-11	11%
COc1ccc(N2CCC(CNC(=O)Nc3ccc(C)c(C)c3)C2)cc1 (configuration not stated)	u	14%	3%	-1%	-11%	-61%[inhibitor]	i	-1	6.3µM*
Cc1ccc(C(=O)NCC(=O)Nc2ccc(S(=O)(=O)Nc3cc(C)nc(C)n3)cc2)cc1	-7%	-2%	-7%	-2%	-1%	-16%	i	-19	-8%
NC(=O)c1cc2cc([N+](=O)[O-])ccc2oc1=O	-10%	12%	9%	-1%	9%	-13%	i	0	0%
O=C(O)c1cccc([N+](=O)[O-])c1C(=O)Nc1ccc2ccccc2c1	-18%	u	-19%	6%	-14%	-40%	i	7	14%
COc1cccc(C(=O)NCCN2CCN(c3ccccc3)CC2)c1	2%	13%	-5%	4%	0%	-45%[inhibitor]	i	u	-5%
O=C(Nc1ccccc1Cl)Nc1ccnn1C1CCN(C(=O)CCN2CCCO2)CC1	23%	-16%	-10%	3%	2%	i	i	-21	8%
C=C(C)Cn1c(SCC(=O)NCc2ccco2)nc2sc3c(c2c1=O)CCC3	22%	3%	26%	13%	-1%	i	i	324	-22%
COc1cc(/C=N/Nc2ccc(Cl)c(C(=O)O)c2)ccc1OC(=O)c1cccs1	11%	12%	-3%	-3%	-4%	-29%	i	15	106%[activator]
O=C(NCc1ccc(F)c(F)c1)C1Cc2c(-c3ccc4c(c3)OCO4)ccnc2O1 (configuration not stated)	-9%	11%	-4%	0%	-8%	i	i	u	u
CC(=O)c1c(NC(=O)c2ccccc2)[nH]c(-c2ccccc2)nc1=S	33%	-27%[1.82 µM]	u	6%	-12%	-51%	i	-27	41%[activator]
CCCCCC(=O)N1C[C@H](O)[C@@H](n2cc(C3CC3)nn2)C[C@@H]1c1ccc(C)cc1	5%	-2%	-8%	-2%	0%	-15%	i	-21	-27%
Cn1c2ccccc2c2nnc(SCC(=O)Nc3cccc(C(=O)O)c3)nc21	-36%	-17%	u	-3%	-6%	-23%	i	-19	13%
COc1ccc(N2CCN(C(=O)CCNS(=O)(=O)c3ccccc3)CC2)cc1	-4%	u	-1%	4%	1%	i	i	-14	-1%
COc1ccc(OC)c(NC=C2C(=O)OC3(CCCCC3)OC2=O)c1	25%	u	-4%	12%	11%	-21%[57.5 µM]	i	-15	-5%
CCN1CCN(c2ccc(Nc3ccnc4ccccc34)cc2)CC1	20%	14%	-7%	-5%	1%[1.84 µM]	u	i	-2	3.5µM*
O=C(Cn1c(SCc2cccc(F)c2)nc2cccnc21)Nc1ccc(F)c(Cl)c1	36%	9%	10%	x	x	-50%[inhibitor]	x	x	u
N#C/C(=C\c1cccnc1)C(=O)Nc1ccc(Cl)cc1	37%	u	u	-1%	-1%	-14%	i	u	9%
COc1ccc(OCC(=O)NCC(c2cccs2)N2CCOCC2)cc1 (configuration not stated)	-6%	-2%	4%	-1%	-4%	i	i	15	9%
CCc1cc(C(=O)NCc2ccc(F)cc2)no1	-5%	1%	-4%	x	x	i	x	x	2%
Cc1ccc(S(=O)(=O)N(C)C[C@@H]2OCc3cnnn3CCCC(=O)N([C@@H](C)CO)C[C@H]2C)cc1	-3%	13%	-13%	-3%	-6%	-11%	i	25	5%
Cc1cccc(C(=O)OCC(=O)NN2C(=O)NC3(CCC(C)CC3)C2=O)c1O (configuration not stated)	12%	0%	-6%	16%	0%	-30%	i	10	-1%
COC(=O)CC1(c2ccccc2)C(=O)c2ccccc2C1=O	15%	-13%	-3%	-1%	6%	i	i	-12	3%
COc1ccc(-n2nnc3c(=O)n(CC(=O)OCc4ccccc4)cnc32)cc1	-16%	0%	-4%	-1%	0%	i	i	8	-3%
O=C(NCCCl)Nc1cccc(Br)c1	37%	-23%[9.22 µM]	5%	0%	-2%	i	i	0	15%
c1ccc2c(c1)ccc1ccccc12	-36%	0%	-1%	0%	-3%	-17%	i	-9	10%
Cc1ccccc1C(=O)c1c[nH]c(C(N)=O)c1	-18%	6%	15%	-3%	2%	i	i	18	-8%
CCNS(=O)(=O)c1ccc(CCC(=O)NCc2cccnc2)cc1	-16%	13%	0%	-3%	2%	-20%	i	12	21%
COc1ccccc1NC(=O)CSc1nnc(C2CCCCC2)n1-c1ccccc1	10%	6%	6%	14%	-1%	-11%	i	6	3.2µM*
N#C/C(=C/c1ccc(-c2ccc(Br)cc2)o1)C(=O)NC1CCCCC1	14%	7%	5%	3%	10%	i	i	5	u
COc1ccc(CCNC(=O)CN(c2cc(C)cc(C)c2)S(=O)(=O)c2c(C)noc2C)cc1OC	5%	5%	-4%	-4%	-6%	i	x	4	-20%
Cc1nc(-n2nc(C)c(CCC(C)C)c2C)sc1C(=O)Nc1cccc(Cl)c1C	2%	9%	-1%	x	x	-21%	x	x	16%
Cc1ccc(-n2c(Cc3cccn3C)nnc2SCC(=O)NC2CCCCC2)cc1	49%	-11%	5%	7%	5%	-26%	i	-8	u
CCCCNC(=O)C1CCCN1C(=O)Nc1ccccc1 (configuration not stated)	3%	5%	-1%	2%	-6%	i	i	0	4%
CCOC(=O)C1(CCOC)CCN(Cc2cccc(OCc3ccccc3)c2)CC1	-13%	17%	-3%	-4%	1%	-59%[inhibitor]	i	2	u
COc1ccc(CNC(=O)CN2CCC(NC(=O)c3cccc(OC)c3)CC2)cc1	3%	5%	-13%	25%	-2%	-21%	i	0	-27%
C/C(=N\NC(=O)c1cc(-c2ccc(C)s2)nc2ccccc12)c1cccnc1	37%	-24%	-10%	9%	-8%	-25%	i	5	16%

# Screening data as filed in PubChem BioAssay.
